Platelet DG rel = modulates dense granule release in human platelets | human platelet-rich plasma, SFLLRN dense granule ATP release, luminescence | inhibition, %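 (compounds screened at 7.5 µM in platelet-rich plasma)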 | hit rate 0.22% among 300,000 | AID 1663;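 active means mean replicate score, as percent of positive control, at or above 50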
aSyn UTR inh = 5' untranslated region of α-synuclein, MLPCN primary screen; alpha-synuclein 5'UTR reporter, inhibitor activity; inhibition, % (tested at 7.5 µM); hit rate 0.82% among 300,000; AID 1813; in the data active means inhibition above about 60%;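 further: H4 neuroglioblastoma cells stably carrying SNCA 5'UTR luciferase fusion; 0% = DMSO wells and 100% = positive control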
HSF1 activator = increases HSF-1 driven luciferase reporter signal | NIH3T3-HGL HSF-1 luciferase reporter, MG132, 8 h; 100% = twice DMSO control signal | activation, % at 9 µM | hit rate 1.7% among 300,000 | AID 504408;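 active means mean replicate activation of at least 50% with a set share of replicates each reaching 50%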;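 further: 0% = median of the neutral control wells and 100% = twice that signal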
HSF1 inh = HSF1 inhibition; NIH3T3-HGL HSE-luciferase, MG132-induced, luminescence 8 h; stronger effect = lower value; activity change, negative = inhibition, % at 7.5 µM (by protocol); hit rate 0.77% among 300,000; AID 2098;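 active means more than half of replicate wells show activity change below -50%, luminescence cut by over half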;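 further: luciferase reports HSF-1 transcriptional activity via heat shock element; 0% = median of DMSO wells and -100% = zero luminescence signal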
IEC-6 tox = kills IEC-6 intestinal cells in KLF5 counter-screen; IEC-6 cytotoxicity, luminescence viability; inhibition, % at 5 µM; hit rate 0.78% among 290,000; AID 1825; in the data active means inhibition above about 22%;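 further: 0% = plate median of test compound wells and 100% = cytotoxic reference compound wells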
HIF activator = HIF pathway transcriptional activation. U2OS HRE-luciferase reporter, luminescence; normalized: DMSO 0%, desferrioxamine 100%. hit rate 0.32% among 300,000. activation, % at 7.5 µM (by protocol);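 active means mean activation of at least 10% of the iron chelator positive control signal, with at least half of replicates also reaching 10%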
HSP90 inh = HSP90 refolding inhibition in rabbit reticulocyte lysate. luciferase refolding luminescence, 3 h. inhibition, % at 5.6 µM. hit rate 0.91% among 290,000. AID 1789;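 active means inhibition above the screen-wide mean plus 3 SD, computed separately per campaign, cut at about 16% in these data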;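 further: 0% = DMSO wells and 100% = 60 µM geldanamycin wells; inhibitors lower the luminescence because luciferase stays unfolded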
SKKanGAS inh = blocks kanamycin growth of S. pyogenes SKKanGAS strain; BacTiter-Glo, 6 h; inhibition, % at 7.5 µM; hit rate 1.3% among 300,000; AID 1662;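 active means mean replicate score, as percent of positive control median, at least 50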;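 further: strain carries kanamycin resistance gene driven by streptokinase promoter and grows in 40 µg/ml kanamycin; loss of luminescence reflects streptokinase promoter inhibition or plain growth inhibition; 0% = median of DMSO wells and 100% = positive control at its reference dose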
KLF5 inhibitor = suppresses KLF5 promoter-driven expression | DLD-1 KLF5 promoter-luciferase reporter, luminescence | inhibition, % at 5 µM | hit rate 0.23% among 290,000 | AID 1700;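 active means inhibition above a per-plate limit of that plate's mean compound inhibition plus 3 SD, cut at about 60% in these data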;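 further: 0% = DMSO wells and 100% = LY294002 at 200 µM; higher means less KLF5 promoter-driven luciferase light; inactives centre near -14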
AI-2 QS mod = modulators of Vibrio harveyi AI-2 quorum sensing system; hit rate 0.4% among 300,000; activity change, % at 7.5 µM; Vibrio harveyi JMH597 AI-2 luminescence/OD600 ratio, 9 h; stronger effect = lower value; strain lacks LuxN and CqsS sensors; 0 = neutral-control median; in the data active means activity change below about -75%, passing the limit was not always enough;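 further: luminescence divided by OD600 gain over 9 h not by final OD600 alone; inactives centre near 13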
* marks the source's active call; other numbers are inactive results; x = no result given.

Second line of a record – Platelet DG rel	aSyn UTR inh	HSF1 activator	HSF1 inh	IEC-6 tox	HIF activator	HSP90 inh	SKKanGAS inh	KLF5 inhibitor	AI-2 QS mod
- COc1ccc(S(=O)(=O)Nc2ccc(S(=O)(=O)N(C)C)cc2)cc1[N+](=O)[O-]
 : -4	22	16	-2	5	0.3	5	7	-11	26
- O=C(O)c1ccc2c(c1)C(=O)N(Cc1ccccc1)C2=O
 : -2	10	25	-3	4	-1.0	-2	7	-15	26
- COc1cccc(C2N(c3cccc(Cl)c3)C(=O)C3CCCN32)c1 (centres undefined)
 : 2	-9	-1	4	6	-0.3	1	-4	-27	40
- OCC1(CCc2ccccc2)CCN(Cc2ccc3nsnc3c2)CC1
 : -4	-1	7	2	-6	0.1	-2	-12	-25	2
- CCc1ccccc1S(=O)(=O)Cc1ccc(C(=O)N2CCN(c3ccccc3OC)CC2)o1
 : 4	7	6	-6	-3	x	-5	-5	-9	7
- COc1ccc(/C=C/C(=O)NC(=S)NNC(=O)Cc2cccs2)cc1
 : 1	-46	-6	-2	-1	0.2	1	109*	-94	27
- COC(=O)c1c(C)oc2ccc(N(C(=O)c3ccncc3)S(=O)(=O)c3ccccc3)cc12
 : 14	31	-4	-2	8	-0.3	3	1	4	7
- COCC(C)NS(=O)(=O)c1ccc(NC(=O)C(Cc2ccccc2)NC(N)=O)cc1 (centres undefined)
 : -4	7	-1	0	2	-0.5	-2	-3	20	52
- N#Cc1nc(Cl)c(Cl)c(NN)c1Cl
 : 8	-19	7	2	-2	-0.4	-4	14	-16	10
- O=C(CCSc1nnc(-c2ccco2)o1)Nc1ccc(Cl)cc1
 : -1	0	1	4	12	-0.7	4	-8	-24	11
- COc1ccc(-n2c(=O)cc(N3CCc4ccccc43)[nH]c2=O)cc1
 : 4	-8	7	0	-2	-0.5	2	9	-33	7
- CC1=C(C(=O)OCc2ccc3c(c2)OCO3)C(c2ccccc2OCc2ccccc2)NC(=O)N1 (centres undefined)
 : 7	21	-20	-12	-4	-0.2	8	14	-2	20
- CCOC(=O)C1C(=O)N(C(=O)c2cncc(Br)c2)CC1c1ccccc1 (centres undefined)
 : -2	4	-6	-4	-2	0.0	-4	7	3	-2
- Cc1cccc(N(C)Cc2nnc(-c3cccc(Br)c3)o2)c1
 : 10	3	-1	4	0	-3.7	3	19	-5	12
- CCOc1ccc(OCCNC2CCCC2)cc1
 : 3	-35	18	3	-7	0.4	-2	11	-33	2
- CC(=O)Nc1ccc(NC(=O)CN(c2ccc(F)cc2)S(=O)(=O)c2ccc3c(c2)OCCO3)cc1
 : -6	27	27	1	-3	0.0	5	5	-17	19
- Cc1nc(C)c(-c2ccc(SCC(=O)Nc3cccc(F)c3)nn2)s1
 : -3	-19	8	11	-1	0.8	0	8	-31	5
- COc1cccc(NC(=O)N2CCC(n3nnc4ccccc43)CC2)c1
 : -2	12	-5	5	2	2.7	2	-5	20	3
- Cc1cc(C)cc(SCc2noc(C(=O)NC(C)C)c2C(=O)O)c1
 : 1	11	-6	1	-5	-0.3	-4	14	-53	-1
- O=C1NC(c2ccccc2Cl)Nc2ccccc21 (centres undefined)
 : -2	15	12	-3	0	0.3	-1	1	5	15
- CC(=O)Nc1ccc(-c2cc(-c3ccc(NC(C)=O)cc3)nc(-c3ccc(NC(C)=O)cc3)n2)cc1
 : -8	-14	6	1	-1	-0.5	1	-20	-19	-1
- O=C(/C=C/c1ccco1)Nc1cccc(S(=O)(=O)N2CCOCC2)c1
 : 8	-16	11	-5	6	5.3	-2	-1	-15	29
- O=C(Nc1ccc2c(c1)nc1n2CCN(Cc2ccccc2)C1)NC1CCCCC1
 : -3	4	-4	-4	-2	0.2	-4	0	2	34
- O=C(NCc1ccccc1Cl)C1CCCN(c2ncnc3c2nc2n3CCCCC2)C1 (centres undefined)
 : -9	14	22	11	0	0.2	-1	-5	-38	7
- CCOC(=O)C1C(c2cc(OC)c(OC)c(OC)c2)NC(=S)NC1(O)C(F)(F)F (centres undefined)
 : -4	-3	-1	-4	1	-1.5	3	-3	-14	13
- CN1/C(=C\C(=O)C[n+]2cccc(Br)c2)C(C)(C)c2ccccc21
 : -2	-9	-5	-13	0	-0.1	1	1	-11	21
- Cc1ccc(/C=C/C(=O)NC2CCCCCCC2)o1
 : 6	-2	17	4	-2	-8.8	0	5	-38	12
- CC1CC(C)CN(C(=O)c2cccc3c2-c2ccccc2C3=O)C1 (centres undefined)
 : 9	2	8	0	-1	-0.5	-1	0	-12	2
- COc1ccc(C(C(=O)NC2CCCC2)N(C(=O)c2snc(C(N)=O)c2N)c2ccccc2OC)cc1OC (centres undefined)
 : 1	-4	-3	4	12	-0.4	2	7	6	10
- O=C(Nc1cc(S(=O)(=O)N2CCOCC2)ccc1N1CCOCC1)c1cccc(S(=O)(=O)N2CCCCC2)c1
 : 4	3	-6	-1	2	-0.9	-1	-5	-5	6
- Nc1nonc1-n1nnc(C(=O)N/N=C/c2cc(Cl)ccc2O)c1CN1CCCCCC1
 : -10	50	9	-2	x	1.6	x	50*	x	21
- COC(=O)C(C)(C)ONC(=O)Nc1ccccc1[N+](=O)[O-]
 : 4	-10	6	13	1	-0.2	-1	7	2	26
- COc1ccc(NC(=O)c2ccc[n+]([O-])c2)cc1
 : 0	-15	5	5	-6	0.0	1	12	-12	33
- COc1ccccc1NC(=O)CNC(c1ccccc1)c1ccccc1
 : 6	1	3	1	-7	0.6	2	9	-9	x
- COc1ccccc1NS(=O)(=O)c1cc(-c2cnc(C3CC3)o2)ccc1C
 : 1	1	4	-7	20	-0.6	1	-5	24	8
- O=C(O)C(c1ccccc1)N1C(=O)/C(=C\c2ccc(-c3cccc(Cl)c3)o2)SC1=S (centres undefined)
 : 1	2	-3	-5	-6	0.2	0	94*	-19	29
- O=C(N/C(=C/c1cn(-c2ccccc2)nc1-c1ccccc1)C(=O)N1CCOCC1)c1ccccc1
 : -5	-2	-8	0	-2	-0.3	3	5	0	23
- CCc1nnc(NC(=O)C2=CCN(S(=O)(=O)c3ccccc3)CC2)s1
 : 3	-20	-18	1	-2	-0.2	-7	4	-16	6
- Cc1c(Br)c([N+](=O)[O-])nn1C(C)C(=O)NCc1cccs1 (centres undefined)
 : -4	-14	14	6	0	0.0	-1	11	-8	14
- CC(C)COc1cccc(-c2cc(C(=O)Nc3ccon3)c3ccccc3n2)c1
 : 0	8	12	-9	-6	-0.1	2	37	5	28
- Cc1c(O)ccc2c(CC(=O)N[C@@H](Cc3c[nH]c4ccccc34)C(=O)O)cc(=O)oc12
 : x	12	5	1	1	-0.3	-1	6	-16	11
- COc1ccc(CN(C(=O)c2snc(C(N)=O)c2N)C(C(=O)NC(C)(C)C)c2ccco2)cc1 (centres undefined)
 : 6	23	0	-3	3	-0.4	3	2	-9	25
- Cc1nnsc1-c1nnc(SCC(=O)c2ccc(F)cc2)n1C1CC1
 : 2	-13	1	4	0	-2.3	1	1	-14	8
- O=C(c1ccco1)N1CCN(C(=S)Nc2ccccc2Cl)CC1
 : 1	-20	-5	-7	2	-0.2	-1	1	6	18
- CC(C)(C)NC(=O)N1c2ccccc2Sc2ccccc21
 : 2	49	24	11	-2	-2.1	2	13	-49	9
- COCCn1c(=S)[nH]c2cc(C(=O)NCC3CCCO3)ccc2c1=O (centres undefined)
 : -3	28	32	-2	5	-0.6	0	1	-7	30
- Cc1cc(NC(=O)c2c([N+](=O)[O-])cnn2C)no1
 : -10	-4	-9	-8	4	-0.2	0	-1	-34	29
- CN(c1ccc(C(=O)N2CCCCC2)cc1)S(C)(=O)=O
 : 5	-6	-18	2	-10	0.0	3	-1	-15	34
- O=C(c1ccccc1)N1CCCCC(S(=O)(=O)c2ccc3ccccc3c2)C1=O (centres undefined)
 : -4	3	3	2	2	0.0	3	8	5	9
- CCCNC(=O)C(CC)NS(=O)(=O)c1ccc(OC)cc1 (centres undefined)
 : 15	-5	9	0	-3	-0.3	1	1	9	17
- CSc1ccccc1NC(=O)CN(Cc1ccccc1)S(C)(=O)=O
 : -3	20	-4	7	4	-0.2	1	0	-18	13
- CN1CCCC1CCNC1C2CC3CC(C2)CC1C3 (centres undefined)
 : -1	-52	4	0	-12	0.1	-3	3	-15	22
- CC(C)COC(=O)N1CC(O)CC1C(=O)O (centres undefined)
 : -3	1	-9	-9	2	-0.3	5	11	-2	20
- C/C(=N/NC(=O)CNC(=O)c1ccncc1)c1ccco1
 : -8	2	-2	-10	2	0.5	2	12	-42	11
- O=C(Nc1ccc(NC(=O)c2ccco2)c(Cl)c1)c1ccccc1
 : 8	-99	31	12	-4	0.1	7	-1	-71	-4
- Cc1cc2c(NC(=O)Nc3ccc(C(C)(C)C)cc3)cccc2nn1
 : -5	-11	49	19	-3	0.2	-1	-13	9	-7
- O=C(COc1ccc([N+](=O)[O-])cc1)Nc1ccc(N2CCN(C(=O)c3ccco3)CC2)cc1
 : -2	-2	29	1	-2	0.5	-2	-7	-21	-2
- CCSc1nnc(NC(=O)CSc2nnc(Cc3cccn3C)n2-c2ccc(F)cc2)s1
 : 3	15	-17	-11	0	0.1	-1	-2	-39	30
- CCN(CCCNC(=O)CCn1c(=O)[nH]c2ccccc2c1=O)c1ccccc1
 : 5	12	-2	-1	1	0.8	2	-6	-36	7
- O=c1cnn(Cc2ccc(F)cc2)c2ccccc12
 : 2	7	-7	-2	4	0.4	-4	-4	7	-5

The list continues:
Second line of a record – Platelet DG rel	aSyn UTR inh	HSF1 activator	HSF1 inh	IEC-6 tox	HIF activator	HSP90 inh	SKKanGAS inh	KLF5 inhibitor	AI-2 QS mod
- CCN(C(=O)c1ccc2c(c1)OCO2)C1CCS(=O)(=O)C1 (centres undefined)
 : -6	0	5	-2	x	-58	x	16	x	12
- CC(C)CN(C(=O)c1ccc(Br)o1)C1CCS(=O)(=O)C1 (centres undefined)
 : x	7	-21	-5	x	3.1	x	-2	x	2
- N=c1n(CCN2CCOCC2)c2ccccc2n1CC(=O)c1ccc(Cl)c(Cl)c1
 : -2	-66	-2	5	3	-0.8	0	27	-1	4
- CC(C)c1cc(C(=O)N2CCN(C(c3ccccc3)c3ccccc3)CC2)no1
 : 0	6	6	-3	-4	-0.2	3	-9	8	38
- Cc1ccc(N2C(=O)c3ccc(C(=O)N4CCN(c5cccc(C)c5C)CC4)cc3C2=O)cc1
 : -6	12	-14	-5	-4	-0.5	-2	9	-18	9
- CCc1ccc2[nH]c(=O)c(CN(CCN3CCOCC3)C(=O)Nc3ccccc3F)cc2c1
 : 3	-18	12	9	-1	0.3	-2	1	-6	17
- COc1cccc(OC)c1C(=O)Nc1ccc2nc(C)c(C)nc2c1
 : 1	-38	16	3	2	0.3	3	3	-77	11
- CCOc1ccc(NC(=O)CC2C(=O)N(CC)C(=S)N2NC(=O)c2ccncc2)cc1 (centres undefined)
 : -6	7	6	4	-4	0.6	2	1	-16	11
- O=C(Nc1ccccc1C(=O)OCn1nnc2ccccc2c1=O)c1ccco1
 : 1	-4	-2	7	9	0.0	-4	3	-37	40
- Cc1cc(SCC(=O)c2ccccc2)n2ncc(-c3ccccc3)c2n1
 : 2	-138	44	21	5	1.9	1	32	-26	17
- COc1cc(Nc2ccccc2Cl)c([N+](=O)[O-])nc1[N+](=O)[O-]
 : 2	-45	-5	-5	2	0.3	12	2	2	34

An excerpt from above in order of the HSP90 inh value, smallest number first:
canonical_smiles,HSP90 inh
O=C(Nc1ccccc1C(=O)OCn1nnc2ccccc2c1=O)c1ccco1,-4
N=c1n(CCN2CCOCC2)c2ccccc2n1CC(=O)c1ccc(Cl)c(Cl)c1,0
CC(C)c1cc(C(=O)N2CCN(C(c3ccccc3)c3ccccc3)CC2)no1,3

Screening data (PubChem BioAssay)
